KCNQ1 block: inhibitors of human KCNQ1 channel, primary screen, cell-based, thallium flux, high-throughput. Potassium voltage-gated channel subfamily KQT member 1 (Homo sapiens), P51787. CHO-K1 KCNQ1, FluxOR thallium flux fluorescence; stronger effect = higher value. B-score at 10 µM. 1.3% of 310,000 active;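 active = compounds whose thallium flux B-score, printed positive for inhibition, exceeds three library SD while starting fluorescence stays within three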;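 also: channel opened by potassium depolarization with thallium stimulus after 20 min compound exposure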
TRPC4 potent: positive allosteric modulators of TRPC4, primary screen, cell-based, mouse TRPC4beta, HEK293 mu-opioid, Fluo-4 calcium; DAMGO EC20, Fluo-4 Ca2+ flux; stronger effect = higher value; B-score at 10 µM; 0.42% of 310,000 active;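 active = B-score of calcium response area above 5 SD of library B-scores, with initial fluorescence ratio within 5 SD of library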;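 also: B-score of integrated fluorescence ratio over time as area under calcium response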
hERG rescue: hERG rescue from dofetilide block, primary screen, cell-based, CHO-hERG, FluxOR thallium flux, dofetilide IC70; Voltage-gated inwardly rectifying potassium channel KCNH2 (Homo sapiens), Q12809; dofetilide IC70 present; activation (rescue from dofetilide block), less the hit threshold, % at 10 µM; 0.51% of 310,000 active; AID 1511, 2009;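 active = activation above the mean of controls blocked by dofetilide plus 5 SD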;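 also: thallium influx through hERG after potassium depolarization seen as dye fluorescence rise; in these data hits start at about 4.7%; inactives centre near -7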
TRPC4 agonist: activators of mouse TRPC4 channel, primary screen, Fluo4 calcium, HEK293 TRPC4beta/mu-opioid cells. Short transient receptor potential channel 4 (Mus musculus), Q9QUQ5. Fluo4 calcium fluorescence; stronger effect = higher value. B-score at 10 µM. 0.49% of 310,000 active;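 active = B-score above 5 SD of library B-scores, and initial fluorescence ratio not above library mean plus 5 SD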;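 also: positive B-score marks a calcium rise read as TRPC4 activation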
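Assay system: HEK293 cells stably co-expressing mouse TRPC4beta and mu-opioid receptor / Timing: Fluo4 dye loading 45 min at room temperature, 110 s recording / Signal: Fluo4 calcium-sensitive dye fluorescence, kinetic, 1 Hz baseline / Read-out: integrated baseline-normalised fluorescence ratio, converted to per-well B score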
TMEM16A inh: TMEM16A chloride channel inhibitors, primary screen, cell-based, HTS; 1.2% of 310,000 active; HEK293 TMEM16A/YFP iodide influx fluorescence, ionomycin; normalized B-score (activity score, 25-100; higher = stronger inhibition) at 10 µM;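 active = ratio plate-corrected score three or more library SD toward inhibition, starting fluorescence score within five deviations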;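 also: score derived from kinetic fluorescence span divided by baseline fluorescence per well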
DYRK1A inh: rat Dyrk1A kinase inhibitors, primary screen, biochemical, single point, plate reader | Dual specificity tyrosine-phosphorylation-regulated kinase 1A (Rattus norvegicus), Q63470 | ADP-Glo luminescence, NFATc1 peptide | inhibition, % at 12.5 µM | 0.43% of 310,000 active; in the data active = inhibition above about 50%;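 also: plate controls were vehicle with enzyme for no effect and no enzyme for full effect; many of its hits are not listed in these tables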
ANO1 activ: TMEM16A chloride channel activators or potentiators, primary screen, cell-based, HTS; 0.3% of 340,000 active; AID 623877, 2012; B-score at 10 µM; HEK293 TMEM16A/YFP-H148Q/I152L, iodide quench fluorescence; stronger effect = lower value; Anoctamin-1 (Mus musculus), Q8BHY3;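 active = fluorescence-ratio B-score plate-corrected deviation score at least 3 library SD below zero, with starting fluorescence score within 5 deviations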;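 also: channel opened by trigger with iodide after compound preincubation; score built on the fluorescence ratio of max minus min over baseline; more negative score means more quench and so TMEM16A activation or potentiation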
KCNK3 inh: human KCNK3 channel inhibitors, primary screen, CHO cells, FluxOR thallium flux, B-score | Potassium channel subfamily K member 3 (Homo sapiens), O14649 | FluxOR fluorescence; stronger effect = lower value | B-score at 10 µM | 0.84% of 340,000 active | AID 602410, 2012;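 active = B-score under library mean minus 4 SD, starting fluorescence ratio at most library mean plus 5 SD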;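 also: more negative B-score means stronger inhibition of thallium flux through KCNK3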
Target sequence (O14649 whole entry, looked up): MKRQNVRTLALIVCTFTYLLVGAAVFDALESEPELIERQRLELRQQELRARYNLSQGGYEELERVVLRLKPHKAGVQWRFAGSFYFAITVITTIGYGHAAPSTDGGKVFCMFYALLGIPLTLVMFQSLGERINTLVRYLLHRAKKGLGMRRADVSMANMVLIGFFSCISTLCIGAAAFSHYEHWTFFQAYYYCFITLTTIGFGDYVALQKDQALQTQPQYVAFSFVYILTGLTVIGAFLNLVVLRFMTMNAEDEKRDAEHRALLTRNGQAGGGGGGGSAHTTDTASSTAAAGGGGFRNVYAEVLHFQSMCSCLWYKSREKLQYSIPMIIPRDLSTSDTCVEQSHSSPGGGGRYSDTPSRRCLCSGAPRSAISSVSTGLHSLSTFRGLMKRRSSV
HDAC3 inhib: HDAC3 deacetylase inhibitors, primary screen, biochemical, fluorescence, cell-free homogeneous. recombinant HDAC3, fluorogenic peptide/trypsin coupled. inhibition, % at 8.3 µM. 0.15% of 320,000 active; in the data active = inhibition above about 26%, passing the limit was not always enough; inconclusive = no clear call, values can overlap the other calls
KCNK9 inh: KCNK9 potassium channel inhibitors, primary screen, HEK293 cells, thallium flux. AID 488922, 2010. Potassium channel subfamily K member 9 (Homo sapiens), Q9NPC2. B-score at 10 µM. 1.2% of 310,000 active. FluxOR thallium flux fluorescence; stronger effect = lower value;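 active = ratio B-score over 3 SD below the library mean, with starting fluorescence within 5 SD of its mean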;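 also: negative B-score means less thallium flux so channel inhibition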
Target sequence (Q9NPC2 whole entry, looked up): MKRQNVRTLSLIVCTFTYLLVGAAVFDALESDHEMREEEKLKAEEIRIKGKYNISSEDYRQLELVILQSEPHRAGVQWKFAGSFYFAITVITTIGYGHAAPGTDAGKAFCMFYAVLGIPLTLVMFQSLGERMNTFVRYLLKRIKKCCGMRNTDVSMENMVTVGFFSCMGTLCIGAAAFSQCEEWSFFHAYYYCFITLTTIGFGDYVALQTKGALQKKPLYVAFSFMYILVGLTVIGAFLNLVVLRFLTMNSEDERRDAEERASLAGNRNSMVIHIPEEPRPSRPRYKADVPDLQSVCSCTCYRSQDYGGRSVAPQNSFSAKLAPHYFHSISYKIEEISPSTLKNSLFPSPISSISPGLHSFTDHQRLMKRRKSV
KCNQ1 pot: potentiators or activators of KCNQ1 channel, primary screen, cell-based, thallium flux, high-throughput; B-score at 10 µM; CHO-K1 KCNQ1, thallium flux FluxOR fluorescence; stronger effect = higher value; 0.35% of 310,000 active; Potassium voltage-gated channel subfamily KQT member 1 (Homo sapiens), P51787;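 active = fluorescence ratio B-score, a plate-corrected score, at least three library SD, with initial intensity B-score within 5 SD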
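Medium – assay buffer, equal DMSO in all wells · Material – CHO-K1 cell line with stable KCNQ1 potassium channel expression · Signal – kinetic FluxOR thallium fluorescence, 10-s 1-Hz baseline, 110-s post-stimulus read · Compound – single concentration per compound, DMSO matched to controls · Schedule – 37 °C overnight plating, 90-min dark dye load, 20-min compound pretreatment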
Numbers without * were called inactive; i = inactive; ? = inconclusive; . = not tested or not shown; & = joins results of further samples. This is a subset (hit frequency here may not be typical).

SMILES | KCNQ1 block | TRPC4 potent | hERG rescue | TRPC4 agonist | TMEM16A inh | DYRK1A inh | ANO1 activ | KCNK3 inh | HDAC3 inhib | KCNK9 inh | KCNQ1 pot
Cc1ccc(NC(=O)c2cc(N3C(=O)C4CC=CCC4C3=O)ccc2N2CCCCC2)cc1 (stereo not given) | i | i | -10.7 | i | i | -7.1 | i | i | 3.2 | i | i
CC(C)n1cc(CN2CCC(n3nccc3NC(=O)C3CCCC3)CC2)cn1 | i | i | -10.3 | i | i | -1.3 | i | i | 1.0 | i | i
COc1ccc(C(=O)NNc2ccccc2)cc1OC | i | i | -7.7 | i | i | 1.8 | i | i | -2.8 | i | i
O=C1NC(=Nc2ccccc2)S/C1=C\c1ccccc1 | i | i | -3.7 | i | i | 1.0 | i | i | 2.4 | i | i
CCCC(=O)OCC(=O)Nc1ccc2[nH]c(=O)[nH]c2c1 | i | i | -4.7 | i | i | 7.6 | i | i | -0.6 | i | i
O=c1c2ccccc2c2ccccc2c(=O)n1-c1ccccc1 | i | i | -7.3 | i | i | -4.4 | i | i | -7.5 | i | i
CC(C)CC(=O)Nc1ccc(N2CCN(C(=O)c3cccs3)CC2)cc1 | i | i | -7.0 | i | i | -5.3 | i | i | 2.0 | i | i
Cc1ccc(C(CNC(=O)Nc2cccc(C)c2)N2CCN(C)CC2)cc1 (stereo not given) | i | i | -4.9 | i | i | . | i | i | -4.1 | i | i
Cc1nsc2c1ccc1ccccc12 | i | i | -11.3 | i | i | 0.0 | i | i | 4.6 | i | i
CCNc1ccc(S(=O)(=O)N(C)C)cc1NCC(=O)Nc1ccc(F)c(Cl)c1 | i | i | -10.8 | i | i | -5.3 | i | i | 11.6 | i | i
Cc1ccc(OCc2nc(C#N)c(N3CCCC3)o2)cc1 | i | i | -6.3 | i | i | -1.6 | i | i | 7.2 | i | i
Cc1ccc(OCCC(=O)OCC(=O)Nc2ccc3c(c2)OCCO3)cc1 | i | i | -11.5 | i | i | -6.7 | i | i | 1.2 | i | i
CCN(CCNCC(O)COc1ccccc1C(C)C)c1cccc(C)c1 (stereo not given) | i | i | -21.4 | i | i | -0.7 | i | i | -1.3 | i | i
CC1CCc2sc(C(=O)OCC(=O)NCc3ccccc3)cc2C1 (stereo not given) | i | i | -11.6 | i | i | 0.4 | i | i | -5.5 | i | i
COC(=O)C1=C(C)N(C)C(=O)NC1c1cc2c(cc1[N+](=O)[O-])OCO2 (stereo not given) | i | i | -5.2 | i | i | 1.7 | i | i | 6.6 | i | i
O=C(NC(Cc1c[nH]c2ccccc12)c1nnc2n1CCCCC2)c1ccccc1Cl (stereo not given) | i | i | -12.0 | i | i | -0.1 | i | i | -0.5 | i | i
CN(CC(=O)Nc1nccs1)S(=O)(=O)c1ccc(F)cc1 | i | i | -9.3 | i | i | -9.1 | i | i | 5.9 | i | i
NC(=S)NNC(=O)C12CC3CC(CC(C3)C1)C2 | i | i | -11.3 | i | i | 5.8 | i | i | -1.4 | i | i
Cc1ccc(C(=O)NN(CCC#N)C2=NS(=O)(=O)c3ccccc32)cc1 | i | i | -3.5 | i | i | 0.4 | i | i | 3.3 | i | i
COc1ccccc1N(CCN1C(=O)c2cccc3cccc(c23)C1=O)C(=O)c1ccncc1 | i | i | -8.3 | i | i | . | . | . | 5.6 | i | i
Cc1ccc(-n2c(Cc3cccn3C)nnc2SCC(N)=O)cc1 | i | i | -10.6 | i | i | -4.1 | i | i | -0.5 | i | i
COc1ccc(CC(=O)Nc2ccc(N3CCN(c4ccc(OC)cc4)CC3)c(C#N)c2)cc1 | i | i | -6.2 | i | i | 1.7 | i | i | -2.0 | i | i
Cc1nnc(SCc2cc(=O)n3[nH]cnc3n2)s1 | i | i | -3.0 | i | i | 3.3 | i | i | 0.6 | i | i
C/C(CC(=O)NCc1ccc(F)cc1)=N\NC(N)=S | i | i | -8.5 | i | i | -0.8 | i | i | -0.2 | i | i
COc1ccc(CCn2c(C)cc(C(=O)CSc3nnnn3C)c2C)cc1 | i | i | -7.9 | i | i | -4.3 | i | i | -0.1 | i | i
O=C1c2ccccc2-c2nc3ccccc3n21 | i | i | -0.5&-0.1 | i | i | -0.2&5.1 | i | i | -0.6&5.4 | i | i
CCOc1ccc(C(=O)C[n+]2ccc(C(=O)NCCO)cc2)cc1 | i | i | -8.0 | i | i | 4.2 | i | i | -0.5 | i | i
Cc1ccccc1OCCC(=O)OCC(=O)Nc1ccc(C(N)=O)cc1 | i | i | -15.2 | i | i | -6.3 | i | i | -3.0 | i | i
O=C1Nc2ccccc2C1C(C[N+](=O)[O-])c1ccccn1 (stereo not given) | i | i | -7.8 | i | i | -0.9 | i | i | 3.3 | i | i
CCOC(=O)c1cccnc1SCC(=O)N(C)c1ccccc1 | i | i | -8.2 | i | i | -9.6 | i | i | 3.7 | i | i
CCOC(=O)N1CCN(Cc2nc3ccc([N+](=O)[O-])cc3c(=O)n2-c2ccccc2F)CC1 | i | i | -4.9 | i | i | 2.0 | i | i | 1.0 | i | i
CCS(=O)(=O)Nc1ccc(C(=O)CC2(O)C(=O)Nc3ccc(Br)cc32)cc1 (stereo not given) | i | i | -11.0 | i | i | 5.6 | i | i | -2.4 | i | i
Cc1nnc(SCc2cccc([N+](=O)[O-])c2)s1 | i | i | -2.7 | i | i | 2.7 | i | i | -10.4 | i | i
CCOc1ccc(C(O)C(CN2CCOCC2)c2ccccc2)cc1 (stereo not given) | i | i | -5.0 | i | i | -1.6 | i | i | -3.0 | i | i
CC(=O)N1CCc2cc(S(=O)(=O)N3CCOCC3)ccc21 | i | i | -6.4 | i | i | 14.9 | i | i | 5.2 | i | i
Cc1cc2n(n1)C(c1cccs1)Nc1ccccc1-2 (stereo not given) | i | i | -6.8 | i | i | 2.0 | i | i | -6.6 | i | i
Cc1ccccc1NC(=O)NCCc1c[nH]c2ccccc12 | i | i | -13.2 | i | i | 5.1 | i | i | 5.2 | i | i
Oc1ccccc1-c1nc2cnccn2c1Nc1ccc2c(c1)OCCO2 | i | i | -7.6 | i | i | 3.6 | i | i | 8.0 | i | i
Cc1ccc2[nH]c(C(=O)N3CCN(c4cccc(Cl)c4)CC3)cc2c1 | i | i | -1.3 | i | i | -5.7 | i | i | 3.8 | i | i
COc1ccc(CC(=O)NCCCSc2ccccc2)cc1OC | i | i | -8.9 | i | i | 1.1 | i | i | -12.5 | i | i
Cc1ccc(NC(=S)N(C)C(c2ccccc2)c2ccccc2)cc1C | i | i | -7.8 | i | i | 0.3 | i | -9.05* | -0.1 | i | i
COc1ccc(C(=O)O)cc1NC(=S)NC(=O)c1ccc(-c2ccc(Cl)cc2)o1 | i | i | -8.8 | i | . | 8.5 | i | i | . | i | i
CC(C)Oc1ccc(C(=O)N(CN2CCCC2=O)c2ccc(F)cc2)cc1 | i | i | -8.5 | i | i | -1.6 | i | i | 7.4 | i | i
CCN1C(=S)N[C@@H](c2cccc(F)c2)C(C(=O)OC)=C1C | i | i | -8.9 | i | i | 5.0 | i | i | 5.7 | i | i
O=C(/C=N/O)Nc1ccccc1C(=O)O | i | i | -15.7 | i | i | 11.1 | i | i | 1.2 | i | i
COc1ccc(-c2csc(/C(C#N)=C\c3ccc(O)c([N+](=O)[O-])c3)n2)cc1OC | i | i | -29.3 | i | 100* | 29.2 | i | -10.5* | 4.3 | i | i
O=C(NCCCn1ccnc1)/C(=C\c1ccccc1F)NC(=O)c1ccccc1 | i | i | -13.4 | i | i | 2.8 | i | i | -0.2 | i | i
COC(=O)c1[nH]c2cc(C)ccc2c1NC(=O)CN1CCc2cc(OC)c(OC)cc2C1 | i | i | -10.7 | i | i | 12.0 | i | i | -10.6 | i | i
COc1ccc(-c2nc(CN3CCC(C(=O)N4CCOCC4)CC3)c(C)o2)cc1OC | i | i | -7.7 | i | i | -10.0 | i | i | -1.7 | i | i
COc1ccc([N+](=O)[O-])cc1NC(=O)c1ccc(N(Cc2ccccc2C)S(C)(=O)=O)cc1 | i | i | -4.9 | i | i | -5.8 | i | i | 0.7 | i | i
CCc1ccccc1NC(=O)C1CCN(S(=O)(=O)c2ccc3c(c2)N(C(C)=O)CCO3)CC1 | i | i | -5.9 | i | i | 1.9 | i | i | ? | i | i
CC(OC(=O)C1=COCCO1)C(=O)Nc1cc(S(=O)(=O)N2CCCCC2)ccc1Cl (stereo not given) | i | i | -3.1 | i | i | -0.3 | i | i | 4.5 | i | i
OCC[C@H]1C[C@@H](O)[C@H](O)[C@]2(OCc3ccccc32)O1 | . | . | . | . | i | 3.0 | i | i | -3.3 | . | .
CCOC(=O)c1ccccc1NC(=O)CSc1ccc(-c2cccnc2)nn1 | i | i | -11.0 | i | i | 1.6 | i | i | -7.1 | i | i
Cc1ccc(-n2c(C)nc3c(cnn3-c3ccc(C)c(C)c3)c2=O)cc1C | i | i | -11.3 | i | i | 3.0 | i | i | -7.5 | i | i
O=C(c1cnsn1)N1CCN(c2ccccc2)CC1 | . | . | . | . | i | 17.0 | i | i | -3.8 | . | .
CN(C)S(=O)(=O)c1ccc2c(c1)C(=NO)c1cc(S(=O)(=O)N(C)C)ccc1-2 | i | i | -8.0 | i | i | 4.1 | i | i | -2.7 | i | i
CCC(=O)Nc1nnc(SCC(=O)NC2CCCC2)s1 | i | i | -7.1 | i | i | -2.7 | i | i | -7.2 | i | i
COc1ccccc1NC(=O)CCCc1nc(-c2ccc(OC)c(OC)c2)no1 | i | i | -10.7 | i | i | 7.6 | i | i | . | i | i
CC(=O)Nc1cccc(NC(=O)c2cc(Cl)ccc2Cl)c1 | i | i | 1.7 | i | i | -1.9 | i | i | ? | i | i
